ABHD4 inh: ABHD4 inhibitors, primary screen, biochemical, fluorescence polarization, mouse | 370,000 compounds, 0.54% hits | inhibition, % at 8.92 µM | purified mABHD4, FP-Rh probe fluorescence polarization;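 active = inhibition exceeding the mean over every tested compound plus 3 SD, cut at about 30% in these data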;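 also: 0% = plate median of compound wells and 100% = S159A mutant with DMSO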
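Doses – 8.92 µM, single dose · Material – wild-type mouse ABHD4 protein · Replication – single well per compound (singlicate) · Measure – percent inhibition of probe binding, normalized to plate controls · Schedule – 45 min compound pre-incubation plus 60 min probe step, 25 °C · Detection – fluorescence polarization with parallel and perpendicular emission, 525/598 nm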
TCR CD3 inh: inhibitors of human TCR-CD3 interaction, primary screen, biochemical, fluorescence, TAMRA-labeled TCR probe. T-cell receptor (TCR). inhibition, % at 9.4 µM. 360,000 compounds, 0.37% hits; in the data active = inhibition above about 19%;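 also: recombinant mutant TCR 2C K166C tagged with TAMRA read by polarization; 0% = receptor in buffer alone and 100% = receptor with positive control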
PG9 Ab binder: binders of HIV-1 gp120 antibody PG9, primary screen, biochemical, TR-FRET | 360,000 compounds, 0.43% hits | HIV-1 gp120 / PG9 antibody interaction | TR-FRET gp120-PG9 antibody binding | AID 624416, 2012 | inhibition, % at 6.7 µM; in the data active = inhibition above about 8.5%
MBD2 inh: inhibitors of MBD2 binding to methylated DNA, primary screen, biochemical, TR-FRET, DNA-binding domain, human; MBD2 binding to methylated oligonucleotide; inhibition, % at 4.4 µM; 370,000 compounds, 0.31% hits; in the data active = inhibition above about 13%
NR1D1 modulator: modulators of Rev-erb alpha DNA binding, primary screen, biochemical, FITC-DNA, fluorescence polarization, uHTS; 370,000 compounds, 0.79% hits; Rev-erbα–FITC-DNA binding, 90 min; AID 1259318, 2017; activity, % at 10 µM; Nuclear receptor subfamily 1 group D member 1 (Homo sapiens), P20393;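 active = activity above about 14%, limit read from the data; passing the limit was not always enough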;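 also: 0% = DMSO wells with 35 nM protein and 100% = DMSO wells with 750 nM protein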
Target sequence (P20393 whole entry, looked up): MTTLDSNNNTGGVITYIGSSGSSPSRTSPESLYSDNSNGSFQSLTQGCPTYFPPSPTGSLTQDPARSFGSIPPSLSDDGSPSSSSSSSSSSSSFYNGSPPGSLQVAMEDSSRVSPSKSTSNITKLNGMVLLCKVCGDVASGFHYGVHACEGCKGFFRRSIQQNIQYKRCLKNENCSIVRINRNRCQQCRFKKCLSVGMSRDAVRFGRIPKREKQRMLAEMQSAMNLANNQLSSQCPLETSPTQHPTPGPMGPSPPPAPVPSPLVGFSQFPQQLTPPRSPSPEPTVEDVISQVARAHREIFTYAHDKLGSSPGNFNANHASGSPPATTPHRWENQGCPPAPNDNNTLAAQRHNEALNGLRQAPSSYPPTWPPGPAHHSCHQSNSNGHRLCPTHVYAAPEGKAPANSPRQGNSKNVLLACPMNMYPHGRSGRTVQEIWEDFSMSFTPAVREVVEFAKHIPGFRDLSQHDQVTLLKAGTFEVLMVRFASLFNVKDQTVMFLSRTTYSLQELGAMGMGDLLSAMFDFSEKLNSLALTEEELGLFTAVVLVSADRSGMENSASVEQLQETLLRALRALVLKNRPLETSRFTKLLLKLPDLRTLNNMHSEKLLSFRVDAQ
LEDGF integ inh: blockers of LEDGF/p75-dependent integrase strand transfer – biochemical, TR-FRET, high throughput, primary screen; TR-FRET IN-LEDGF/p75 DNA integration, Eu/Cy5; HIV-1 integrase (with human LEDGF/p75); inhibition, % at 3.7 µM; 370,000 compounds, 0.64% hits; AID 743269, 2014;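 active = inhibition above the screen-wide mean plus 3 SD, cut at about 13% in these data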;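 also: signal is the Cy5 over europium emission ratio at 671 and 618 nm; 0% = plate median of compound wells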
HTRA1 inhibitor: HTRA1 serine protease inhibitors, primary screen, biochemical, fluorescence polarization, HTS; Q92743; recombinant HTRA1, FP-rhodamine activity-based probe; inhibition, % at 5.96 µM; 340,000 compounds, 0.5% hits; in the data active = inhibition above about 36%;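 also: 0% = enzyme with DMSO and 100% = wells lacking enzyme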
PRMT1 inh: PRMT1 methyltransferase inhibitors, primary screen, biochemical, fluorescence polarization | Protein arginine N-methyltransferase 1 (Homo sapiens), Q99873 | recombinant PRMT1, activity-based probe fluorescence polarization | inhibition, % at 2.79 µM | 370,000 compounds, 1.3% hits | AID 652257, 2013;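 active = inhibition above about 21% made by adding two undisclosed values, limit read from the data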
Target sequence (Q99873 whole entry, looked up): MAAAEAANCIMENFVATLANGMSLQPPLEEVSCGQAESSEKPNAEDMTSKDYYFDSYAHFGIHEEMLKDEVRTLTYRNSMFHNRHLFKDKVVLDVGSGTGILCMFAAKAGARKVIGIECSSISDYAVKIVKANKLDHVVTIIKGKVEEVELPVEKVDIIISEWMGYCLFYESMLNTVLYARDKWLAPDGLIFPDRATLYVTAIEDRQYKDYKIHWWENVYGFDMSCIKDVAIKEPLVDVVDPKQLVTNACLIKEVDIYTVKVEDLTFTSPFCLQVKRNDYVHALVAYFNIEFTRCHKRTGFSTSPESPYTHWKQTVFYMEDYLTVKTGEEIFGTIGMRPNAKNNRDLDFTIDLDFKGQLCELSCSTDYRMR
UHRF1 MBD2 ctr: UHRF1 methylated DNA binding inhibitors, primary screen, counter-screen for MBD2 inhibitor project, biochemical, TR-FRET, human UHRF1, single concentration; 370,000 compounds, 0.75% hits; UHRF1 binding to methylated oligo; AID 687016, 2013; inhibition, % at 4.4 µM; in the data active = inhibition above about 21%;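 also: UHRF1 SRA domain binding a hemimethylated CpG hairpin DNA probe; 0% = median of test compound wells and 100% = reference inhibitor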
rCAG binder: binders of r(CAG) RNA repeats, primary screen, biochemical, fluorescence; r(CAG) RNA repeat, TO-PRO-1 dye displacement fluorescence; inhibition, % at 3 µM; 370,000 compounds, 1.3% hits; AID 651821, 2012;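 active = inhibition above the plate cutoff, the mean of all test compounds on that plate plus 3 SD, cut at about 35% in these data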;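 also: 0% = DMSO alone and 100% = 100 µM mitoxantrone as full dye displacement; higher means more dye released from RNA so lower well fluorescence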
Numbers without * were called inactive; nt = no result given.

SMILES	ABHD4 inh	TCR CD3 inh	PG9 Ab binder	MBD2 inh	NR1D1 modulator	LEDGF integ inh	HTRA1 inhibitor	PRMT1 inh	UHRF1 MBD2 ctr	rCAG binder
C[C@@H]1CN([C@H](C)CO)C(=O)CCCn2nncc2CO[C@@H]1CN(C)C(=O)Nc1ccnc(N2CCOCC2)c1	-2.3	-6.5	-1.1	0.1	4.2	0.3	-0.3	7.9	-1.6	0.9
Cc1ccc(-c2csc3nnc(SCC(=O)Nc4nsc(-c5ccccc5)n4)n23)cc1	2.4	4.0	-1.2	-0.3	-1.0	-2.6	-6.6	-3.3	-3.8	-2.9
O=C(Nc1nnc(S(=O)(=O)N2CCOCC2)s1)c1ccc(F)cc1	-2.3	4.1	0.2	5.6	-1.6	-2.1	3.6	1.1	-0.2	-0.1
COc1ccc(N2CCN(Cc3nnnn3C3CCCCC3)CC2)cc1	3.2	4.8	-1.5	0.8	-3.2	2.2	3.0	2.4	-3.1	-7.8
NC(=O)NC(=O)COC(=O)c1sc2ccccc2c1Cl	-0.9	-4.8	-4.1	2.5	9.6	-3.5	5.4	-2.9	1.0	-2.4
CCCOc1ccc(C(C(=O)OCCN(CC)CC)c2ccccc2)cc1 (configuration not stated)	8.9	3.4	0.2	4.3	6.3	-1.8	-4.7	-2.5	1.2	-11.9
Cc1cc([N+](=O)[O-])c(C)cc1-c1ccc(/C=N/NC(=O)Cn2nnnc2N)o1	2.3	1.7	-4.1	-4.8	3.4	-0.6	-23.7	-1.2	-1.0	11.0
Cc1cc(C)n2nc(SCC(=O)c3cc(C)n(-c4cc(C)on4)c3C)nc2n1	4.5	-6.5	-1.4	0.0	-0.9	3.6	-5.0	2.5	3.4	6.4
c1ccc(-n2ncc3c2ncn2cnnc32)cc1	-7.4	-9.8	-0.1	0.6	1.3	0.8	-3.6	2.9	-0.4	4.2
O=C(CCCN1C(=O)/C(=C/c2ccccc2Cl)SC1=S)Nc1ccccn1	4.8	1.8	1.7	2.0	4.1	0.3	-16.9	0.7	0.2	3.8
CCCCN1C(=O)NC(NC(C)=O)(C(F)(F)F)C1=O (configuration not stated)	5.9	-2.4	1.3	12.7	0.3	0.8	-3.7	1.1	15.9	-2.3
Cc1cccnc1Oc1ncccc1N	2.2	-5.4	0.1	5.3	5.6	-1.0	nt	0.1	7.2	3.2
O=C(NCc1ccccc1)OCCN1C(=O)CCC12CCC(c1ccc(Cl)cc1)CC2 (configuration not stated)	-1.4	nt	nt	-4.0	2.2	1.5	nt	-0.1	-0.9	-0.7
COc1cc(C(=O)OCC(=O)N(C)c2ccccc2)cc(OC)c1OC	-3.8	-5.2	2.4	1.7	1.5	-4.3	3.4	1.0	-0.6	-5.9
O=C(COc1ccccc1Cl)N1CCCC1	3.7	-3.4	-0.1	-0.7	4.3	1.9	11.0	-2.7	-3.2	-0.3
COc1ccc(CNC(=O)CCNS(=O)(=O)c2ccc(C)cc2)cc1	0.6	-10.4	1.2	1.2	3.7	1.6	7.1	0.2	7.2	3.9
N#CC(C#N)=Cc1ccc(-c2ccc(S(=O)(=O)N=C(N)N)cc2)o1	0.7	4.2	-6.6	10.3	-5.1	1.1	-25.9	-2.9	16.0	11.2
Cc1nc(C)c(-c2ccc(SCC(=O)Nc3ccc(C)c(Cl)c3)nn2)s1	-3.9	2.9	-4.7	-3.0	11.2	0.6	-5.7	-0.3	-2.5	4.5
CC1CCCCC1NC(=O)c1ccc(-n2cncn2)c([N+](=O)[O-])c1 (configuration not stated)	2.8	3.2	-1.1	-3.9	-1.2	0.6	-8.2	1.5	0.0	-1.3
Cc1cc(NS(=O)(=O)c2ccc(NC(=O)C(C)Oc3ccc4c(C)cc(=O)oc4c3)cc2)no1 (configuration not stated)	1.1	-2.1	-1.7	-1.2	-5.6	3.9	-4.9	2.8	-4.0	25.0
COC(=O)c1ccc(NC(=O)Nc2ccc(OC)cc2)cc1	-0.1	-1.2	-1.5	1.1	-0.8	-2.1	-11.7	3.2	0.2	2.4
O=C(O)COn1c(-c2ccccc2)nc2ccc([N+](=O)[O-])cc21	-3.2	-6.9	2.3	5.4	-18.4	9.1	-5.7	6.8	0.7	4.2
CCCSc1nc2c(=O)[nH][nH]c(=O)c2n1Cc1ccccc1	-5.3	-0.8	3.6	2.8	-3.3	-0.6	7.3	0.4	4.1	-2.3
COc1cc2c(cc1OC)CN(Cc1ccccc1)CC2	3.8	9.0	0.5	-4.1	-1.1	0.7	-0.6	-2.1	-0.6	-10.2
COCCNC(=O)CN(c1ccc(C)cc1)S(=O)(=O)c1ccc(SC)cc1	-6.5	1.2	1.0	0.8	-2.8	1.6	3.0	0.3	-1.0	-4.0
O=C(Nc1ccccc1C(F)(F)F)N1CCC(N2CCCCC2)CC1	4.9	4.9	1.7	-0.4	1.3	-1.0	1.9	-3.5	1.5	-0.5
CN[C@H]1C[C@H]2c3[nH]c4ccc(-c5cccc(C)c5)cc4c3CCN2C[C@H]1[C@H](C)O	19.0	1.5	-1.3	-1.7	7.9	-7.0	33.5	3.1	-1.3	10.5
CCOc1cc(/C=N/NC(=O)C(C)Sc2ccccc2)ccc1O (configuration not stated)	-0.2	4.2	-2.2	-1.4	0.9	0.7	1.6	-4.6	-0.7	-1.6
Cc1ccc(CCNC(=O)C2CCC(=O)N2C2CCCC2)cc1 (configuration not stated)	2.7	2.8	0.5	-5.4	-2.3	0.6	1.9	-0.7	2.0	-0.8
N#Cc1c(/N=C/c2ccco2)sc2c1CCCCC2	0.4	-1.9	-2.8	-3.8	-1.0	-1.4	5.8	6.1	0.4	-2.1
COc1ccc(C(=O)Nc2nc3nc(-c4ccccc4)cc(=O)n3[nH]2)cc1	-8.4	-0.7	-1.1	-2.1	-3.4	0.3	-6.7	1.2	0.6	7.2
CC(C)(C)OC(=O)N1CCC(c2c(C(=O)NCC3CCN(C4CCCC4)C3)cnn2-c2ccccc2)CC1 (configuration not stated)	1.0	-0.2	0.8	1.9	-4.8	2.2	-9.6	-4.1	0.2	-1.7
COC(=O)N/N=C/c1ccc(-c2cc(Cl)cc(Cl)c2)o1	-1.6	-10.3	-1.6	-1.9	4.2	0.5	-29.9	1.6	-4.5	5.4
Cc1cc(Cl)c(S(=O)(=O)Nc2cccc(O)c2)cc1OCC(N)=O	3.1	2.4	-0.5	3.2	-6.2	-1.3	-0.2	1.9	1.4	0.8
Cc1cc(=O)oc2c(CN3CCCCC3)c(O)c(Cl)cc12	1.1	6.7	3.9	0.4	1.1	1.7	-2.1	-2.9	0.1	8.1
O/N=C(\CN1CCCCC1)c1ccccc1	2.5	-0.3	-1.4	-2.0	4.9	-4.2	-4.1	1.1	2.1	-2.8
CCN(CC)C(=O)CC[C@H]1CC[C@]2(CCCN(S(C)(=O)=O)C2)O1	3.8	nt	nt	-1.2	1.3	-3.5	nt	1.2	-1.5	1.9
CC(C)CN(C(=O)C1CCCO1)c1c(N)n(CC(C)C)c(=O)[nH]c1=O (configuration not stated)	-7.1	-2.1	1.6	-5.4	2.8	-1.1	0.5	-3.1	-1.6	0.4
CC1(C(=O)NS(=O)(=O)c2cccc(Cl)c2)CCN1C(=O)CC1CCCCC1 (configuration not stated)	-4.3	5.9	-1.8	2.5	16.4*	6.6	nt	-0.9	4.0	20.4
O=C(NCCc1cccnc1)c1cc(COc2ccc(F)cc2Cl)on1	-2.2	-2.5	-1.4	-2.3	2.5	1.5	-0.6	-0.1	-1.9	-5.0

Reprinted from the part before: 4 entries, followed by the next part.
SMILES	ABHD4 inh	TCR CD3 inh	PG9 Ab binder	MBD2 inh	NR1D1 modulator	LEDGF integ inh	HTRA1 inhibitor	PRMT1 inh	UHRF1 MBD2 ctr	rCAG binder
CCN(CC)C(=O)CC[C@H]1CC[C@]2(CCCN(S(C)(=O)=O)C2)O1	3.8	nt	nt	-1.2	1.3	-3.5	nt	1.2	-1.5	1.9
CC(C)CN(C(=O)C1CCCO1)c1c(N)n(CC(C)C)c(=O)[nH]c1=O (configuration not stated)	-7.1	-2.1	1.6	-5.4	2.8	-1.1	0.5	-3.1	-1.6	0.4
CC1(C(=O)NS(=O)(=O)c2cccc(Cl)c2)CCN1C(=O)CC1CCCCC1 (configuration not stated)	-4.3	5.9	-1.8	2.5	16.4*	6.6	nt	-0.9	4.0	20.4
O=C(NCCc1cccnc1)c1cc(COc2ccc(F)cc2Cl)on1	-2.2	-2.5	-1.4	-2.3	2.5	1.5	-0.6	-0.1	-1.9	-5.0
COc1ccc(-c2nc3ccc(Br)cn3c2Cc2cccc(F)c2)cc1OC	8.2	7.7	3.6	0.9	17.5*	4.4	nt	5.5	5.9	15.3
COc1ccccc1NC(=O)Cn1cnc2c(oc3ccccc32)c1=O	4.9	3.9	1.6	0.4	-6.7	-0.6	0.8	-3.5	-0.3	3.5
OCC[C@@H]1C[C@@H](O)[C@H](O)[C@]2(Cc3ccccc3CCO2)O1	6.1	7.0	-1.0	6.2	-0.3	5.1	2.6	1.4	19.3	-2.0
Cc1cccc(C(=O)Nc2c(-c3ccccc3)nc3ncccn23)c1	-1.1	nt	nt	2.2	2.4	1.3	nt	1.4	-1.2	7.1
COc1ccc(NC(C)C(=O)N/N=C/c2ccccc2OCc2ccc(Br)cc2)cc1 (configuration not stated)	-18.2	-11.4	2.9	6.6	-0.9	4.4	-6.7	4.3	4.3	11.4
CC1=C(C(=O)N(C(C)C)C(C)C)CC(CC(=O)NC(c2ccccc2)c2ccccc2)C(=O)N1CCC1=CCCCC1 (configuration not stated)	0.3	5.1	-1.7	-4.0	1.3	-0.6	nt	0.0	0.1	1.2
COc1cccc(OCCn2cccc2/C=C2/C(=N)N3OC(C)=CC3=NC2=O)c1	10.8	2.5	-2.3	-2.7	2.3	-1.1	-2.6	-2.1	-1.0	0.3
CC(NS(=O)(=O)c1ccc([N+](=O)[O-])cc1)C(c1cccs1)N1CCOCC1 (configuration not stated)	0.0	-4.1	1.3	-0.2	-3.6	-5.1	-1.8	3.9	4.8	-2.5
O=CNCC(=O)NC1CCCCCC1	-7.8	0.1	-2.3	-2.9	-1.1	3.4	4.4	-4.8	23.8*	0.3
CCN(CC)CC(=O)N1CCCC(C(=O)c2ccccc2OC)C1 (configuration not stated)	-2.3	1.1	1.4	0.1	-2.4	2.8	7.1	-1.9	-2.6	1.5
COC(=O)C[C@H]1c2ccc(C(F)(F)F)cc2S(=O)(=O)N1Cc1ccccc1	-6.1	9.1	-0.9	2.6	-4.8	1.2	2.3	-1.0	-1.6	-6.1
CC(C)(C)NC(=O)CSc1nnc(Cc2ccc3c(c2)OCO3)n1C1CCCCC1	-5.4	8.0	-2.0	0.7	10.2	-0.4	-2.8	-1.5	-0.1	-4.1

Some of the compounds tested (hit frequency here may not be typical).
